Pf Dd2 inh – P. falciparum Dd2 growth inhibitors, primary screen, SYBR Green fluorescence, single dose replicates; activity change, % at 10 µM; 72 h; stronger effect = lower value; actives 2.3% (n = 94,000); in the data active = activity change below about -80%
GASC1 inh – inhibitors of GASC-1 (KDM4C) histone demethylase, primary screen, biochemical, single concentration HTS | inhibition, % at 12.5 µM | GST-KDM4C 2-372, H3K9me3 peptide, LANCE TR-FRET | Lysine-specific demethylase 4C (Homo sapiens), Q9H3R0 | actives 0.15% (n = 96,000);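 active = mean replicate inhibition above about 25%, with at least 55% of replicates also reaching it, limit read from the data, passing the limit was not always enough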
Target sequence (Q9H3R0 2-372 limits assumed): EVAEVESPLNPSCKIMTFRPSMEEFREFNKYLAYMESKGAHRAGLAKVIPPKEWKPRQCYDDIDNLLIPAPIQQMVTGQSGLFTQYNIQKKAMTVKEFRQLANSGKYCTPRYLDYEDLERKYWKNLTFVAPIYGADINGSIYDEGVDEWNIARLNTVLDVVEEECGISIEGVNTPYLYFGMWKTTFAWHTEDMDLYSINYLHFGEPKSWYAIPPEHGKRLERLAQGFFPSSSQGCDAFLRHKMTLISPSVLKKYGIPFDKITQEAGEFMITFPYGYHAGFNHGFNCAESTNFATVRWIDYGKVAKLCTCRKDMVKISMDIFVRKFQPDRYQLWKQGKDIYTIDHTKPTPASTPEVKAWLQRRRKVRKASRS
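Material: GST-tagged GASC-1 (JMJD2C) catalytic fragment, aa 2-372 / Quantity: enzyme final amount 10 nM / Medium: HEPES buffer, pH 7.5, plus ascorbate / Doses: one test concentration per compound / Incubation: 30 min reaction, 60 min detection, RT / Measured by: LANCE TR-FRET / Read-out: inhibition from TR-FRET ratio decrease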
Tcruzi prolif – T. cruzi intracellular proliferation inhibitors, primary screen, cell-based, beta-gal Tulahuen parasites, NIH3T3 host, luminescence; inhibition, % at 8.34 µM; T. cruzi beta-gal in NIH3T3, GalScreen luminescence, 90 h; AID 624255, 2012; actives 5.9% (n = 77,000);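 active = mean inhibition above about 93%, with at least 55% of replicates each passing it, limit read from the data, passing the limit was not always enough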
C diff growth – C. difficile growth inhibitors, primary screen, HTS; actives 0.25% (n = 86,000); growth activity, negative = inhibition, % at 16 µg/mL (by protocol); Clostridium difficile clinical isolate growth, OD600, 24 h; stronger effect = lower value;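 active = mean growth activity at or below -80% and every replicate also at or below -80%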;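 also: 0% = DMSO wells and -100% = levofloxacin 16 µg/mL wells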
* = called active by the depositor; · = not tested or not shown; & = joins results of further samples.

Compound,Pf Dd2 inh,GASC1 inh,Tcruzi prolif,C diff growth
C[C@H]1CN([C@@H](C)CO)S(=O)(=O)c2ccc(-c3ccc(F)cc3)cc2O[C@@H]1CN(C)C(=O)C1CCOCC1,-4,1.1,33,-11
CN1C(=O)c2cc(NS(C)(=O)=O)ccc2OC[C@@H]2O[C@H](CC(=O)NC3CCCCC3)CC[C@@H]21,·,-2.1,-38,-5
CCN1[C@@H]2c3ccc(C4=CCCCC4)c(=O)n3C[C@@H]2[C@@H](CO)[C@@H]1C(=O)NCc1cccc(OC)c1,-8,3.6,61,3
CC(C)NC(=O)Nc1ccc2c(c1)C(=O)N([C@H](C)CO)C[C@H](C)[C@@H](CN(C)S(=O)(=O)c1cn(C)cn1)O2,3,1.8,-29,-6
COc1cccc(C(=O)N2C[C@H]3[C@@H](c4ccccc42)[C@@H](CO)N3C(=O)c2cccc(F)c2)c1,-1,0.6,-2,10
C[C@@H]1CN([C@H](C)CO)C(=O)c2cc(NC(=O)Nc3ccccc3)ccc2O[C@@H](C)CCCCO[C@H]1CN(C)Cc1ccc(C(F)(F)F)cc1,-86*,-0.7,73,-11
O=S(=O)(c1cccc(F)c1)N1[C@@H]2CNC[C@H]1C2c1ccc(/C=C/c2ccccc2)cc1 (stereo partly drawn),-16&3,0.6&-1.1,·,60&10
COc1ccc(NC(=O)N2[C@@H]3CNC[C@H]2C3c2ccc(-c3ccc(F)cc3)cc2)cc1 (stereo partly drawn),27,0.4,·,9
Cc1noc(C)c1NC(=O)N(C)C[C@H]1Oc2ccc(NC(=O)Cc3ccccc3)cc2C(=O)N([C@@H](C)CO)C[C@H]1C,4,0.1,38,-2
CNC[C@H]1Oc2cc(-c3cccc(C(=O)N(C)C)c3)ccc2S(=O)(=O)N([C@@H](C)CO)C[C@H]1C,-23,0.1,·,-1
Cc1noc(C)c1NC(=O)Nc1ccc2c(c1)C(=O)N([C@H](C)CO)C[C@@H](C)[C@H](CN(C)C(=O)Nc1ccccc1)O2,33,-1.6,30,·
CC(C)c1cccc(NC(=O)C[C@H]2CC[C@H]3[C@@H](COc4ccc(NC(=O)NCc5ccccc5)cc4C(=O)N3C)O2)c1,-24,0.4,73,-1
CCC(=O)Nc1ccc2c(c1)C(=O)N(C)C[C@H](OC)[C@H](C)CN(C(=O)COC)[C@H](C)CO2,23,-0.9,·,·
C[C@H](CO)N1C[C@H](C)[C@H](CN(C)C(=O)Nc2cccc3ccccc23)Oc2ccc(NS(=O)(=O)c3ccccc3)cc2CC1=O,-16,0.6,11,-8
C[C@@H]1CN([C@@H](C)CO)C(=O)c2cccc(NS(=O)(=O)c3ccc(F)cc3)c2O[C@@H]1CN(C)CC1CC1,-13,-0.8,-30,9
O=C(C[C@@H]1CC[C@H]2[C@@H](COC[C@@H](O)CN2C(=O)Nc2cccc(Cl)c2)O1)NCC1CCCCC1,3,0.2,18,-3
COc1cccc(-c2ccc([C@@H]3[C@H](CO)N4CCCCN(CC5CCOCC5)C[C@@H]34)cc2)c1,-50,·,50,-1
COc1ccc(S(=O)(=O)N(C)C[C@@H]2OCCCC[C@@H](C)Oc3ccc(NC(=O)CCCN(C)C)cc3C(=O)N([C@H](C)CO)C[C@H]2C)cc1,-59,3.5,5,8
O=C(C[C@H]1CC[C@@H]2[C@H](COC[C@@H](O)CN2S(=O)(=O)c2ccccc2)O1)NCCN1CCCCC1,·,-4.7,-75,3&1
N#C[C@@H]1[C@H](c2ccc(C#CC3CCCCC3)cc2)[C@@H](CO)N1S(=O)(=O)c1ccccc1,-34,-1.6,89,-14
O=S(=O)(N[C@H]1CC[C@H](CCn2cc(-c3cccc(F)c3)nn2)O[C@H]1CO)c1ccccc1,28,-0.8,3,-8
C[C@@H]1CCCCO[C@@H](CN(C)C(=O)Nc2cccc3ccccc23)[C@H](C)CN([C@H](C)CO)C(=O)c2cc(N(C)C)ccc2O1,-36,1.9,102*,-3
C/C=C/c1ccc([C@H]2[C@@H](CO)N(C(=O)C3CC3)[C@@H]2CN(CC)C(C)=O)cc1,0,0.2,67,-8
O=C(C[C@@H]1C=C[C@H](NC(=O)CN2CCOCC2)[C@@H](CO)O1)NCCc1ccccc1,9,4.0,6,-1
C[C@@H]1CN([C@H](C)CO)C(=O)c2cc(NC(=O)CCN3CCOCC3)ccc2O[C@H]1CN(C)Cc1ccc(-c2ccccc2)cc1,1,-0.1,-7,2
CCC(=O)Nc1ccc2c(c1)C(=O)N(C)C[C@@H](OC)[C@H](C)CN(C(=O)NC(C)C)[C@@H](C)CO2,28,-0.6,-2,0
CCCN(C)C[C@@H]1Oc2ncc(-c3cccc(C(=O)N(C)C)c3)cc2C(=O)N([C@@H](C)CO)C[C@H]1C,-55,0.7,15,-1
COc1ccc2c3c(n(C)c2c1)[C@@H](CO)N(C(=O)c1cccnc1)CC31CCN(S(C)(=O)=O)CC1,36,-0.4,·,0
C[C@@H](O)C#Cc1ccc([C@@H]2[C@H]3CN(S(=O)(=O)Cc4ccccc4)CCCCN3[C@H]2CO)cc1,-5,-0.4,48,-11
COc1ccc(S(=O)(=O)Nc2ccc3c(c2)[C@H]2C[C@@H](CC(=O)N(C)C)O[C@H](CO)[C@H]2O3)cc1,18,·,·,1
CC(C)CC#Cc1cnc2c(c1)C(=O)N([C@H](C)CO)C[C@@H](C)[C@H](CN(C)C(=O)c1ccc(F)cc1)O2,-14,0.6,37,4
O=C(C[C@@H]1C[C@@H]2c3cc(NC(=O)C4CCOCC4)ccc3O[C@@H]2[C@H](CO)O1)NCc1ccc(Oc2ccccc2)cc1,1,1.0,15,·
C[C@@H]1CN([C@H](C)CO)C(=O)c2cc(NC(=O)NC3CCCCC3)ccc2O[C@@H](C)CCCCO[C@@H]1CN(C)S(=O)(=O)c1ccc(Cl)cc1,·,0.0,89,1
O=S(=O)(c1ccccc1)N1CCCCN2[C@@H](CO)[C@@H](c3ccc(C#Cc4ccccc4)cc3)[C@@H]2C1,-38,-2.0,70,33
Cc1ccc(S(=O)(=O)N[C@@H]2CC[C@H](CCNC(=O)Cc3ccccn3)O[C@@H]2CO)cc1,1,2.0,-17,-1
C[C@@H]1CN([C@H](C)CO)C(=O)c2cccc(NC(=O)c3ccncc3)c2O[C@H]1CN(C)CC1CCCCC1,-27,15,74,5
O=C(C[C@@H]1CC[C@H](NC(=O)c2cccc(F)c2)[C@H](CO)O1)NCc1ccc(Oc2ccccc2)cc1,11,-1.7,24,-2
CC(C)NC(=O)N(C)C[C@@H]1OCCCC[C@H](C)Oc2ccc(NS(=O)(=O)c3ccc(Cl)cc3)cc2C(=O)N([C@H](C)CO)C[C@H]1C,·,1.2,-43,-2
C[C@H](CO)N1C[C@H](C)[C@H](CN(C)Cc2ccc3c(c2)OCO3)Oc2ccc(NC(=O)Nc3cccc4ccccc34)cc2C1=O,6,-0.5,105*,13
COc1ccc(S(=O)(=O)Nc2ccc3c(c2)C(=O)N([C@@H](C)CO)C[C@@H](C)[C@H](CN(C)CC2CCCCC2)OCCCC[C@H](C)O3)cc1,-57,-0.2,90,-1
C[C@@H]1CN([C@H](C)CO)C(=O)c2cccc(NC(=O)C3CCOCC3)c2O[C@@H]1CN(C)S(=O)(=O)c1ccc(Cl)cc1,-10,0.2,12,3
Cc1ccc(S(=O)(=O)Nc2cccc3c2O[C@@H](CN(C)Cc2ccc(Oc4ccccc4)cc2)[C@H](C)CN([C@H](C)CO)C3=O)cc1,-22,-3.0,50,1
COc1ccc2c3c([nH]c2c1)[C@H](CO)NCC31CN(S(=O)(=O)c2cccs2)C1,18,-0.5,·,-3
COCC(=O)N(C)C[C@@H]1Oc2ncc(C#CC(C)(C)O)cc2C(=O)N([C@H](C)CO)C[C@H]1C,12,3.3,·,2
CCC(=O)N1CCC2(CC1)CN(C(=O)c1cnccn1)[C@@H](CO)c1c2c2ccc(OC)cc2n1C,-3,0.3,·,-1
O=C(CC1CC1)N[C@H]1CC[C@@H](CCNS(=O)(=O)c2ccc(F)cc2)O[C@H]1CO,3,4.3,-14,0
C[C@@H]1CN([C@H](C)CO)S(=O)(=O)c2ccc(C3=CCCC3)cc2O[C@@H]1CN(C)C(=O)c1ccncc1,20,-0.1,68,-4
O=C(CC1CC1)Nc1ccc2c(c1)[C@@H]1C[C@@H](CC(=O)N3CCCCC3)O[C@H](CO)[C@@H]1O2,18,2.8,110*,0
CO[C@@H]1CN(C)C(=O)c2ccc(NC(=O)Nc3cccc(F)c3)cc2OC[C@H](C)N(C(=O)Nc2c(C)noc2C)C[C@H]1C,6,-1.2,·,·
COc1ccc(C[C@H]2CCn3cc(nn3)COC[C@@H](C(C)C)NC2=O)cc1,·,-0.1,·,-5
C[C@@H]1CN([C@H](C)CO)C(=O)Cc2cc(NC(=O)Cc3cn(C)c4ccccc34)ccc2O[C@H]1CN(C)Cc1ccncc1,1,0.4,37,-2
C[C@@H]1CN([C@@H](C)CO)C(=O)c2cc(NS(=O)(=O)c3cn(C)cn3)ccc2O[C@@H](C)CCCCO[C@@H]1CN(C)S(=O)(=O)c1ccc(Cl)cc1,-41,0.7,36,1

Retrieved one by one from the entries so far:
Compound,Pf Dd2 inh,GASC1 inh,Tcruzi prolif,C diff growth
Cc1ccc(S(=O)(=O)Nc2cccc3c2O[C@@H](CN(C)Cc2ccc(Oc4ccccc4)cc2)[C@H](C)CN([C@H](C)CO)C3=O)cc1,-22,-3.0,50,1
CO[C@@H]1CN(C)C(=O)c2ccc(NC(=O)Nc3cccc(F)c3)cc2OC[C@H](C)N(C(=O)Nc2c(C)noc2C)C[C@H]1C,6,-1.2,·,·

Among those listed so far, 11 have fluorine:
Compound,Pf Dd2 inh,GASC1 inh,Tcruzi prolif,C diff growth
C[C@H]1CN([C@@H](C)CO)S(=O)(=O)c2ccc(-c3ccc(F)cc3)cc2O[C@@H]1CN(C)C(=O)C1CCOCC1,-4,1.1,33,-11
COc1cccc(C(=O)N2C[C@H]3[C@@H](c4ccccc42)[C@@H](CO)N3C(=O)c2cccc(F)c2)c1,-1,0.6,-2,10
C[C@@H]1CN([C@H](C)CO)C(=O)c2cc(NC(=O)Nc3ccccc3)ccc2O[C@@H](C)CCCCO[C@H]1CN(C)Cc1ccc(C(F)(F)F)cc1,-86*,-0.7,73,-11
O=S(=O)(c1cccc(F)c1)N1[C@@H]2CNC[C@H]1C2c1ccc(/C=C/c2ccccc2)cc1 (stereo partly drawn),-16&3,0.6&-1.1,·,60&10
COc1ccc(NC(=O)N2[C@@H]3CNC[C@H]2C3c2ccc(-c3ccc(F)cc3)cc2)cc1 (stereo partly drawn),27,0.4,·,9
C[C@@H]1CN([C@@H](C)CO)C(=O)c2cccc(NS(=O)(=O)c3ccc(F)cc3)c2O[C@@H]1CN(C)CC1CC1,-13,-0.8,-30,9
O=S(=O)(N[C@H]1CC[C@H](CCn2cc(-c3cccc(F)c3)nn2)O[C@H]1CO)c1ccccc1,28,-0.8,3,-8
CC(C)CC#Cc1cnc2c(c1)C(=O)N([C@H](C)CO)C[C@@H](C)[C@H](CN(C)C(=O)c1ccc(F)cc1)O2,-14,0.6,37,4
O=C(C[C@@H]1CC[C@H](NC(=O)c2cccc(F)c2)[C@H](CO)O1)NCc1ccc(Oc2ccccc2)cc1,11,-1.7,24,-2
O=C(CC1CC1)N[C@H]1CC[C@@H](CCNS(=O)(=O)c2ccc(F)cc2)O[C@H]1CO,3,4.3,-14,0
CO[C@@H]1CN(C)C(=O)c2ccc(NC(=O)Nc3cccc(F)c3)cc2OC[C@H](C)N(C(=O)Nc2c(C)noc2C)C[C@H]1C,6,-1.2,·,·

Screening data as filed in PubChem BioAssay.
